MEKK3 PB1 HTS – modulators (inhibitors or enhancers) of MEK5 binding to human MEKK3 PB1 domain. binding response (% of control), % at 10 µM. 1.4% of 290,000 active. Q99759. AID 1529. bead-based flow cytometry, Alexa488-MEK5 binding to MEKK3; actives lie on both sides; 0 = blocked by unlabeled MEK5, 100 = vehicle;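 active = binding response more than 3 SD above or below the average of its plate-row segment, actives on both sides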;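 also: Alexa488 bead fluorescence after subtracting the streptavidin-only scavenger bead signal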
Target sequence (Q99759 whole entry, looked up, the tested form may be a part): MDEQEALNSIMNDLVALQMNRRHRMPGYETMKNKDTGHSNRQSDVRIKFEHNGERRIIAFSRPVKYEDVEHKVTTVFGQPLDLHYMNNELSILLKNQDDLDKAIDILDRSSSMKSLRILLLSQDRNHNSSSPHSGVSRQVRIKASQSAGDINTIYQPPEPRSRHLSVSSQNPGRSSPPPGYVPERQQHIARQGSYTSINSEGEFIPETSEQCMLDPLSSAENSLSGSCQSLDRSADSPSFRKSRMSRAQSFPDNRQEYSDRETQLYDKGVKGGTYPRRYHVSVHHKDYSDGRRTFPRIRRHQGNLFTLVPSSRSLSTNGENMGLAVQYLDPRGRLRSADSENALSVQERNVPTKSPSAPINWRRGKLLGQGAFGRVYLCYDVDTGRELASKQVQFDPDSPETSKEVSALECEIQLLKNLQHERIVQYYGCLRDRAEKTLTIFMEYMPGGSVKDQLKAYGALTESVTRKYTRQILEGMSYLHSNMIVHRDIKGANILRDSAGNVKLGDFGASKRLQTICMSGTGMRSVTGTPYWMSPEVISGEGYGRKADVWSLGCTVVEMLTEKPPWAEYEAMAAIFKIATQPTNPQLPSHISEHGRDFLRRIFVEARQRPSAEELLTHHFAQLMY
CRFR2-BP antag – blocks CRF-induced signaling of the CRF-BP/CRF-R2 complex. HEK293 CRF-R2/CRF-BP, CRF-induced calcium fluorescence. inhibition, % at 11.8 µM. 0.59% of 350,000 active;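 active = inhibition of the ligand-induced calcium signal above about 50% at the single tested concentration, limit read from the data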
NS3 helicase inh – HCV NS3 helicase inhibition; NS3 helicase DNA unwinding, Cy5 molecular beacon fluorescence; inhibition, % at 10.9 µM; 0.56% of 290,000 active;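 active = inhibition above the mean of all tested compounds plus 3 SD, set per campaign, cut at about 35% in these data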;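 also: 0% = DMSO wells and 100% = thioflavine S control wells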
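assay system = NS3 helicase fragment of HCV | buffer or medium = MOPS pH 6.5, MgCl2, DTT, Tween20, BSA | timing = 60 min unwinding reaction at 25 °C after ATP addition | signal = Cy5 beacon fluorescence read at start and 1 h | read-out basis = % inhibition of unwinding | control set = low DMSO, high thioflavine S at 110 µM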
DNA FID counter – fluorescent intercalator displacement, NS3 helicase counter-screen; DNA fluorescent intercalator displacement, fluorescence; inhibition, % at 7.9 µM; 0.17% of 290,000 active; in the data active = inhibition above about 37%;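 also: 0% = vehicle and 100% = reference compound; higher means more ethidium bromide displaced from hairpin DNA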
MEKK2 WT-MEK5 – raises or lowers MEK5 binding to wildtype human MEKK2 PB1 domain; Q9Y2U5; 1.1% of 290,000 active; binding response (% of control), % at 10 µM; bead flow cytometry, Alexa488-MEK5 binding to MEKK2 WT; actives lie on both sides; AID 1531; in the data active = binding response below about 67% or above about 130%
GalR3 antag – antagonists of human GalR3; O60755; HEK293 GalR3-CNG cAMP membrane potential fluorescence; galR3 body fused to GalR1 C-terminus; inhibition, % at 3 µM; 0.44% of 360,000 active; AID 651719;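 active = inhibition above the screen-wide average plus 3 SD, cut at about 13% in these data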;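 also: forskolin and galanin both at EC90 stimulate the cells; cAMP rise reported by CNG channel membrane potential dye signal; 0% = forskolin plus galanin with DMSO and 100% = forskolin alone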
Target sequence (O60755 1-299 limits assumed): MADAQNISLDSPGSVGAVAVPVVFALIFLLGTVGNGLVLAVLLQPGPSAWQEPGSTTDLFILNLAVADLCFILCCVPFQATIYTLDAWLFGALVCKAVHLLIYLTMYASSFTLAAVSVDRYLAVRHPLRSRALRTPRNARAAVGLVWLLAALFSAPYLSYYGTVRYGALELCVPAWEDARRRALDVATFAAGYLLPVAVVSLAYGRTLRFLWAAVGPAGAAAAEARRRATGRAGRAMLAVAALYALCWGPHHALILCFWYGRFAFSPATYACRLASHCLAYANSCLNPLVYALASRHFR
CRFR2-BP ag – agonists of human CRF-binding protein/CRF-R2 receptor complex; 0.46% of 350,000 active; activation, % at 13.2 µM; HEK293 CRF-R2/CRF-BP, calcium dye fluorescence (FLIPR); percent of saturating CRF peptide response;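 active = activation of at least 50%, plus an integration ratio under a set limit after plate pattern correction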;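 also: plate controls were neutral control wells without compound for no effect and CRF at EC100 for full effect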
MEKK2 mut-MEK5 – signal of MEK5 binding to mutant human MEKK2 PB1 domain; bead flow cytometry, Alexa488-MEK5 binding to MEKK2 mutant; percent response, % at 10 µM; 0.35% of 290,000 active; in the data active = percent response above about 24%, passing the limit was not always enough; also: inactives centre near 1; some results filed as inactive read as strong as hits
UBC9 SUMO inh – blocks human SUMOylation mediated by UBC9. P63279. 0.36% of 290,000 active. inhibition, % at 35 µM. HTRF SUMOylation assay, SAE1/SAE2 + UBC9, in vitro; in the data active = inhibition above about 50%, passing the limit was not always enough; also: strong numbers were not always called active
Target sequence (P63279 whole entry, looked up): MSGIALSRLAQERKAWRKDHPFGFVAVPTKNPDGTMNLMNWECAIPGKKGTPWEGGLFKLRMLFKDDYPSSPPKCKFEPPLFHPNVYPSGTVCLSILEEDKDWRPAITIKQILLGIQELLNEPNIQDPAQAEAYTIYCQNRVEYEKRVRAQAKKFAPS
Numbers without * were called inactive; · = not tested or not shown; [ ] = dose if it differs, or a comment. These rows are one share of the data; count on the stated rates, not on these rows.

SMILES | MEKK3 PB1 HTS | CRFR2-BP antag | NS3 helicase inh | DNA FID counter | MEKK2 WT-MEK5 | GalR3 antag | CRFR2-BP ag | MEKK2 mut-MEK5 | UBC9 SUMO inh
CCn1c(SCC(=O)NCc2cccs2)nc2c1c(=O)n(C)c(=O)n2C | 104 | 1 | 1 | -2 | 100 | -6 | 0.3 | 2 | -11
COc1ccccc1C(=O)Nc1cccc2c1CCCC2 | 104 | -7 | 0 | -25 | 102 | -3 | 0.2 | 5 | 4
Cc1ccc(Cl)cc1N1CCN(C(=O)C(=O)N2CCCCC2)CC1 | 108 | -19 | -9 | -34 | 112 | -3 | 0.8 | 10 | 18
O=C(CN1C(=O)c2ccccc2C1=O)Nc1ccccc1F | 99 | -25 | 21 | 1 | 100 | -1 | 0.1 | 0 | -15
Cc1nc(NCc2ccco2)nc2c1C(=O)CC(C)C2 (centres undefined) | 103 | -8 | -1 | -7 | 101 | -2 | 0.1 | -1 | 8
Clc1ccc(C2[C@H]3CN(CC4CCCCC4)[C@H](c4ccccc4)C34CC2(c2cccnc2)C4)cn1 (some centres undefined) | 120 | 6 | · | · | 96 | 5 | 1.7 | 11 | -2
CCN(c1ccccc1)S(=O)(=O)c1cc2c(cc1C)N(C)CCO2 | 99 | 25 | -5 | -32 | 99 | -1 | -2.5 | 4 | -2
COC(=O)c1ccc2c(=O)n(CCN3CCOCC3)c(SCC(=O)Nc3ccccc3Cl)nc2c1 | 101 | -2 | -12 | -30 | 101 | -8 | -2.4 | 3 | 10
O=C(CSc1nnc(NC(=O)c2ccccc2)s1)NCC1CCCO1 (centres undefined) | 103 | 11 | 7 | -9 | 101 | -3 | -1.7 | 3 | 9
CCOC(=O)C1=C(C)NC(C)=C(C(=O)OCC)C1c1cn(-c2ccccc2)nc1-c1ccco1 | 110 | 11 | -5 | -1 | 103 | -1 | 0.2 | 11 | 26
CCOc1ccccc1NC(=O)C(OC(=O)c1ccccc1NS(=O)(=O)c1cccs1)c1ccccc1 (centres undefined) | 106 | -8 | 4 | 0 | 104 | 2 | 1.0 | -1 | 4
CCOC(=O)C1=C(C)NC(=O)NC1c1ccsc1 (centres undefined) | 100 | 15 | 5 | -2 | 107 | -3 | -3.1 | 12 | 14
CC(C)(C)c1ccc(C(=O)NNc2ncccc2-n2cccc2)cc1 | 104 | 8 | 0 | -18 | 103 | -2 | -0.1 | 4 | 6
Cc1cc2cccc(C)c2nc1SCC(=O)N(C)c1nc(-c2ccccc2)cs1 | 100 | 4 | 32 | 7 | 99 | -4 | -1.7 | -2 | 5
Cc1ccc(S(=O)(=O)NCC(=O)NCC2CCCCC2)cc1C | 104 | -2 | 2 | -29 | 103 | -3 | -1.4 | 2 | 6
COc1ccc(C2SCC(C(=O)O)N2C(C)=O)cc1 (centres undefined) | 108 | 13 | -13 | 3 | 115 | -6 | 0.6 | 5 | 18
COCCCn1c(=N)c(C(=O)NCC2CCCO2)cc2c(=O)n3cccc(C)c3nc21 (centres undefined) | 98 | 32 | 0 | 4 | 105 | -3 | -1.0 | 1 | 19
COCCCNC(=O)C(CC(N)=O)NC(=O)OCc1ccccc1 (centres undefined) | 100 | 13 | -17 | -2 | 95 | -6 | 1.8 | -1 | 25
Cc1ccc(Cl)c(OCCN2CCCC(C)C2)c1 (centres undefined) | 87 | 2 | 0 | 4 | 92 | -6 | -1.4 | -2 | 3
COc1ccc(S(=O)(=O)N2CCN(c3ccc(F)cc3)CC2)cc1C(=O)N1CCCC1 | 100 | 19 | 18 | -37 | 94 | -7 | -4.2 | -5 | 5
O=C(c1ccc2c(c1)OCO2)C1CCCN(Cc2ccc3nsnc3c2)C1 (centres undefined) | 102 | 32 | -2 | 0 | 99 | -4 | 0.1 | -7 | 19
C/C(=N/NC(=O)CNc1ccc(Cl)cc1C)c1ccc(C)cc1 | 95 | -8 | -12 | -2 | 89 | -3 | 0.8 | -10 | 16
O=C(NCc1nc(-c2ccc(C(F)(F)F)cc2)no1)c1cccs1 | 109 | -8 | -4 | -8 | 110 | 3 | -1.2 | 3 | 12
O=C(Cn1ncc2c([nH]c3ccccc32)c1=O)Nc1ccc(F)cc1F | 101 | 11 | -7 | -1 | 99 | 2 | 6.3 | -4 | 31

A different layout for part of the listing above.
SMILES	MEKK3 PB1 HTS	CRFR2-BP antag	NS3 helicase inh	DNA FID counter	MEKK2 WT-MEK5	GalR3 antag	CRFR2-BP ag	MEKK2 mut-MEK5	UBC9 SUMO inh
CCn1c(SCC(=O)NCc2cccs2)nc2c1c(=O)n(C)c(=O)n2C	104	1	1	-2	100	-6	0.3	2	-11
COc1ccccc1C(=O)Nc1cccc2c1CCCC2	104	-7	0	-25	102	-3	0.2	5	4
Cc1ccc(Cl)cc1N1CCN(C(=O)C(=O)N2CCCCC2)CC1	108	-19	-9	-34	112	-3	0.8	10	18
O=C(CN1C(=O)c2ccccc2C1=O)Nc1ccccc1F	99	-25	21	1	100	-1	0.1	0	-15
Cc1nc(NCc2ccco2)nc2c1C(=O)CC(C)C2 (centres undefined)	103	-8	-1	-7	101	-2	0.1	-1	8
Clc1ccc(C2[C@H]3CN(CC4CCCCC4)[C@H](c4ccccc4)C34CC2(c2cccnc2)C4)cn1 (some centres undefined)	120	6	·	·	96	5	1.7	11	-2
CCN(c1ccccc1)S(=O)(=O)c1cc2c(cc1C)N(C)CCO2	99	25	-5	-32	99	-1	-2.5	4	-2
COC(=O)c1ccc2c(=O)n(CCN3CCOCC3)c(SCC(=O)Nc3ccccc3Cl)nc2c1	101	-2	-12	-30	101	-8	-2.4	3	10
O=C(CSc1nnc(NC(=O)c2ccccc2)s1)NCC1CCCO1 (centres undefined)	103	11	7	-9	101	-3	-1.7	3	9
CCOC(=O)C1=C(C)NC(C)=C(C(=O)OCC)C1c1cn(-c2ccccc2)nc1-c1ccco1	110	11	-5	-1	103	-1	0.2	11	26
CCOc1ccccc1NC(=O)C(OC(=O)c1ccccc1NS(=O)(=O)c1cccs1)c1ccccc1 (centres undefined)	106	-8	4	0	104	2	1.0	-1	4

Further structures
SMILES | MEKK3 PB1 HTS | CRFR2-BP antag | NS3 helicase inh | DNA FID counter | MEKK2 WT-MEK5 | GalR3 antag | CRFR2-BP ag | MEKK2 mut-MEK5 | UBC9 SUMO inh
COc1ccc(N2CCCn3c2nc2c3c(=O)n(CCCc3ccccc3)c(=O)n2C)cc1 | 105 | · | 3 | -13 | 97 | -3 | · | -2 | ·
C[C@H](NC(=O)[C@@H]1Cc2ccccc2CN1)C(=O)NC1CCCC1 | 104 | -4 | 2 | 1 | 103 | -1 | 1.2 | 9 | 7
O=[N+]([O-])c1ccc2c(c1)CNc1ccccc1O2 | 101 | -22 | 1 | 2 | 95 | -6 | -1.1 | -5 | -9
CCCOc1ccccc1N/C(N)=N/c1nc(C)cc(C)n1 | 109 | -5 | -13 | 8 | 102 | -5 | 1.8 | 5 | 4
O=c1cc(N2CCOCC2)[nH]c(=O)n1C1CCCCC1 | 106 | -3 | 31 | -32 | 101 | 1 | 2.6 | 12 | 26
Cn1ccnc1SCC(=O)Nc1ccc([N+](=O)[O-])cn1 | 100 | -3 | 1 | -4 | 98 | -2 | 8.6 | -1 | 25
O=C(c1ccco1)N1CCN(C(=O)c2sccc2-c2ccccc2)CC1 | 105 | 14 | 9 | -16 | 102 | -1 | 0.3 | -3 | 0
NS(=O)(=O)c1ccc(NC(=S)NNC(=O)c2ccc(Br)o2)cc1 | 102 | -5 | -2 | -7 | 101 | -2 | 0.9 | 6 | -6
CC1CCN(C(=O)CN(c2cccc(F)c2)S(C)(=O)=O)CC1 | 109 | -12 | -5 | -1 | 97 | -7 | 0.0 | -5 | -13
CSc1ccccc1NC(=O)c1cnc2scc(C)n2c1=O | 112 | 6 | 6 | -4 | 110 | 23* | 0.3 | 6 | -8
Cn1c(=O)c2[nH]c(-c3ccc(S(=O)(=O)O)cc3)nc2n(C)c1=O | 59 | -3 | · | · | 63 | -2 | -1.7 | -6 | ·
O=C(Cn1nnc2ccccc21)c1ccc(Br)cc1 | 106 | 7 | 9 | -11 | 103 | 5 | -8.6 | 5 | 6
COc1ccc(NC(=O)CSc2ccc(-c3cccnc3)nn2)c(OC)c1 | 90 | -13 | -1 | -21 | 88 | 4 | 1.1 | -5 | 16
Cc1ccc(S(=O)(=O)Cn2nnnc2C(C(C)C)N2CCc3ccccc3C2)cc1 (centres undefined) | 96 | 15 | 1 | -3 | 93 | · | 0.0 | -8 | 25
CC(=O)O[C@@H]1[C@H]2[C@@H](C[C@@H](C)[C@@H]3CCC(=O)[C@@]13C)OC(=O)[C@@H]2C | 95 | 3 | · | · | 103 | -3 | 0.1 | 1 | -11
O=C(Nc1nnc(-c2cccs2)s1)C1CC1 | 97 | -14 | -2 | -3 | 86 | -1 | 3.5 | -13 | 5
COc1ccc2oc(=O)c(-c3nc(C)cs3)cc2c1 | 92 | -11 | 5 | -4 | 91 | -5 | -1.3 | -11 | 43
O=C(c1cc(-c2cccnc2)nc2ccccc12)N1CCCc2ccccc21 | 98 | -5 | -15 | -43 | 96 | -8 | -0.6 | -1 | 4
CCN(c1ccccc1)S(=O)(=O)c1ccc(C(=O)Oc2ccc(C(C)=O)cc2)cc1 | 102 | 10 | -12 | -7 | 103 | 14* | 8.2 | 0 | -20
Cc1ccc(S(=O)c2ccc(NC(=O)C3CC3)cc2C#N)cc1 (centres undefined) | 101 | -32 | -1 | -11 | 98 | 0 | 1.3 | -2 | 2
CCS(=O)(=O)Nc1cc(C(=O)O)ccc1C | 97 | -3 | 4 | 1 | 97 | -1 | 0.2 | -2 | 9
CC1CCN(S(=O)(=O)c2cccc(-c3nnc(-c4cccnc4)o3)c2)CC1 | 92 | 14 | -1 | -18 | 95 | -2 | 1.2 | -2 | 13
COC(=O)C1C/C(=N\NS(=O)(=O)c2ccc(C)cc2)c2sccc2C1 (centres undefined) | 96 | 8 | -6 | -22 | 98 | -4 | -0.7 | -1 | 4
CCOC(=O)c1ccc(NC(=O)c2cccc(S(=O)(=O)N3c4ccccc4CC3C)c2)s1 (centres undefined) | 102 | 3 | -26 | -3 | 115 | -4 | 2.1 | 2 | -5
Cc1[nH]c2ccccc2c1CC#N | 102 | -2 | 16 | -2 | 98 | 2 | -1.5 | 10 | 18
CC1(c2ccc(OC(F)F)cc2)NC(=O)N(CC(=O)Nc2ccccc2)C1=O (centres undefined) | 103 | -34 | 0 | -12 | 103 | -11 | 76* | -1 | -7
COc1ccc(N=C2C(=O)Nc3ccccc32)cc1 | 98 | 23 | 4 | -2 | 100 | -4 | -2.6 | 3 | 17
Cc1c(C#N)c(N=CN(C)C)c(C(=O)c2ccc(Br)cc2)n1-c1ccccc1 | 103 | -7 | 3 | -25 | 69*[inhibitor] | -6 | 0.2 | 2 | 4
CCCn1c(SCC(=O)Nc2ccc3c(c2)CCC3)n[nH]c1=O | 101 | 13 | -3 | -11 | 97 | 5 | -0.3 | -2 | 20
Cc1ccc(C(=O)Nc2ccccc2N2CCN(C(=O)C(C)C)CC2)cc1C | 110 | -11 | -3 | -31 | 109 | -2 | -0.1 | 3 | -12
CCCCN(CC)c1nc(N)c2c(N)nc(OCC)cc2c1C#N | 102 | -12 | -9 | 2 | 99 | -7 | -0.8 | -2 | 32

Bioassay records from PubChem.
